Apaf1 inhib: inhibitors of human Apaf-1 apoptosome, primary screen, biochemical, DEVD-Rh110 fluorescence, uHTS; inhibition, % at 20 µM; reconstituted apoptosome caspase-3 activity; Apoptotic protease-activating factor 1 (Homo sapiens), O14727; actives 0.71% (n = 330,000); active means inhibition of at least 40% at 20 µM;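 further: plate controls were DMSO wells for no effect and DEVD-CHO caspase inhibitor wells for full effect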
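System: Apoptosome proteins | Medium: Hepes pH 7.5 with detergent and BSA | Also added: Cytochrome c trigger plus (Z-DEVD)2-Rh110 caspase-3 substrate | Incubation: 30 min compound preincubation, 50 min activation, room temperature | Detection: Rhodamine 110 fluorescence at Ex 480/Em 540 nm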
mIAP block: inhibitors of mouse IAP, primary screen, biochemical, luminescence, uHTS; inhibition, % at 10 µM; intestinal alkaline phosphatase [Mus musculus]; AID 2806, 2010; purified mouse IAP, CDP-Star luminescence, 30 min; actives 0.2% (n = 330,000);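 active means inhibition of at least 40% at 10 µM in the primary screen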;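 further: plate controls were DMSO with enzyme for no effect and no enzyme wells for full effect; values of inactives mirror those of a sister screen read the other way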
hIAP inh: human IAP inhibitors, primary screen, biochemical, luminescence, uHTS | Intestinal-type alkaline phosphatase (Homo sapiens), P09923 | purified IAP, CDP-Star luminescence, 30 min | inhibition, % at 10 µM | actives 0.12% (n = 330,000);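 active means inhibition reaching a set limit with compound at 10 µM in the primary screen, cut at about 35% in these data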;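 further: plate controls were DMSO wells with enzyme for no effect and no-enzyme buffer wells for full effect; values of inactives mirror those of a sister screen read the other way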
Target sequence (P09923 whole entry, looked up): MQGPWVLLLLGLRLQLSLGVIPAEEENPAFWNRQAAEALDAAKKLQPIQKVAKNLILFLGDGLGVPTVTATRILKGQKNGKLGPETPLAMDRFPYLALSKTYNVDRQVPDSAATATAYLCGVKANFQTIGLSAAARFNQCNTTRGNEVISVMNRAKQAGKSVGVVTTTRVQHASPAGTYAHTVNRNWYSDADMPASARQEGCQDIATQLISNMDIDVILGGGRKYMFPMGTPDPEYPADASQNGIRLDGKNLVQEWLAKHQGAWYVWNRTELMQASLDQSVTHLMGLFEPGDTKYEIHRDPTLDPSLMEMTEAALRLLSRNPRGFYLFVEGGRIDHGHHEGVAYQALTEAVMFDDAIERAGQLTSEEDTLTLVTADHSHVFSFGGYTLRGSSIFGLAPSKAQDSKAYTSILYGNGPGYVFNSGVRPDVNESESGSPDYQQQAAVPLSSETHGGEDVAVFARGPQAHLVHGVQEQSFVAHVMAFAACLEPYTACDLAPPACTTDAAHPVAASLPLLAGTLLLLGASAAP
ATG4B inh: ATG4B protease inhibitors, primary screen, biochemical, fluorescence, uHTS; ATG4B cleavage of LC3-PLA2, NBD-HPC fluorescence, 1 h; inhibition, % at 8.33 µM; actives 0.51% (n = 340,000); AID 504462, 2011; in the data active means inhibition above about 40%
Target sequence (Q9Y4P1 whole entry, looked up): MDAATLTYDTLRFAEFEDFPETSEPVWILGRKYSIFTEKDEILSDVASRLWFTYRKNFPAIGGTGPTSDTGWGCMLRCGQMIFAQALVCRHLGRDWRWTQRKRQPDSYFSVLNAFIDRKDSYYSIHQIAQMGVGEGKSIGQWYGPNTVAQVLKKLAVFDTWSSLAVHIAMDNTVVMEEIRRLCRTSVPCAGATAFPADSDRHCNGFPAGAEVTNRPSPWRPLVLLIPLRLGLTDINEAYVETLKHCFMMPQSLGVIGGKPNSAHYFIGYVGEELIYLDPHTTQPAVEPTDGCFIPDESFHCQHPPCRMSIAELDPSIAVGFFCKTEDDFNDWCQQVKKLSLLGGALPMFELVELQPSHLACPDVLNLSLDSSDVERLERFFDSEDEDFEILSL
NALP3 yeast inh: NALP3 inflammasome inhibitors in reconstituted yeast, primary screen, luminescence, uHTS | Yeast reconstituted NLRP3/ASC/caspase-1, beta-gal luminescence, 24 h | inhibition, % at 10 µM | actives 0.39% (n = 330,000) | AID 2825, 2010;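 active means inhibition of 50% or more; inactive means inhibition below 50%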;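 further: plate controls were induced DMSO wells for no effect and uninduced yeast grown without galactose for full effect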
mIAP act: activators of mouse IAP, primary screen, biochemical, luminescence, uHTS; muIAP, CDP-Star luminescence, 30 min; active compounds read high; 1 = vehicle-only enzyme signal, 0 = enzyme-free wells; activation factor at 10 µM; intestinal alkaline phosphatase [Mus musculus]; actives 0.24% (n = 330,000); AID 2805, 2010;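 active means activation factor of at least 2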; further: the source names both 10 and 20 µM as test concentration; values of inactives mirror those of a sister screen read the other way
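System: mouse IAP enzyme. Reagent: CDP-Star chemiluminescent phosphatase substrate. Benchmarks: DMSO wells, no-enzyme wells. Times: 30 min enzyme-substrate-compound incubation at room temperature. Detection: luminescence from enzymatic CDP-Star hydrolysis. Doses: test compounds delivered from DMSO solution.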
tim10-1 inh: growth inhibitors of tim10-1 mutant yeast, primary screen, luminescence, uHTS. S. cerevisiae tim10-1 ts strain growth, BacTiter-Glo, 24 h. inhibition, % at 20 µM. actives 2.2% (n = 330,000). AID 463190, 2010;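 active means inhibition of at least 40%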;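 further: mutant grown at 25 °C; 0% = DMSO wells with yeast and 100% = wells holding no yeast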
TIM10 inh: growth inhibitors of isogenic TIM10 control yeast, primary screen, counter-screen for tim10-1 yeast inhibitor project, luminescence, uHTS. S. cerevisiae TIM10 strain growth, BacTiter-Glo luminescence, 24 h. inhibition, % at 10 µM. actives 1.4% (n = 330,000);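 active means inhibition of 40% or more at the single tested concentration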;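 further: wild-type TIM10 isogenic control strain grown at permissive 25 °C; 0% = DMSO yeast wells and 100% = minimal medium wells without yeast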
hIAP act: human IAP activators, primary screen, biochemical, luminescence, uHTS; AID 2524, 2010; purified human IAP, CDP-Star luminescence, 30 min; active compounds read high; 1 = vehicle-only enzyme, 0 = enzyme-free background; actives 0.16% (n = 330,000); activation factor at 10 µM;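 active means activation factor of the enzyme at least 2-fold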; further: the source names both 10 and 20 µM as test concentration; values of inactives mirror those of a sister screen read the other way
Active calls of the source: *.

For O=c1[nH]c(=O)n(-c2ccccc2Cl)c(O)c1C=NCCN1CCCCC1 the results were Apaf1 inhib -1.4, mIAP block 3.1, hIAP inh -10.6, ATG4B inh 1.2, NALP3 yeast inh 15.1, mIAP act 0.969, tim10-1 inh 9.1, TIM10 inh -0.1 and hIAP act 1.11.
For COC(=O)C(O)(c1c[nH]c2ccccc12)C(F)(F)F (stereo not drawn) the results were Apaf1 inhib 13.6, mIAP block -1.7, hIAP inh -5.2, ATG4B inh -7.2, NALP3 yeast inh 11.2, mIAP act 1.02, tim10-1 inh 5.1, TIM10 inh 3.9 and hIAP act 1.05.
`Cn1cnc(CCN)c1` gave Apaf1 inhib -11.9, mIAP block -6.7, hIAP inh -35.5, ATG4B inh 5.1, NALP3 yeast inh 6.9, mIAP act 1.07, tim10-1 inh 22.5, TIM10 inh 40.4* and hIAP act 1.35.
For Cc1ccc(S(=O)(=O)Oc2ccccc2C=C2C(=O)N(C)C(=O)N(C)C2=O)cc1 the results were Apaf1 inhib 8.9, mIAP block 2.4, hIAP inh 20.1, ATG4B inh 13.9, NALP3 yeast inh 1.6, mIAP act 0.976, tim10-1 inh 32.8, TIM10 inh 38.4 and hIAP act 0.799.
Screening O=c1[nH]c(=O)n(Cc2ccccc2Cl)c(O)c1/C=C1/C=CC=N1 returned Apaf1 inhib 11.1, mIAP block 21.2, hIAP inh -10.8, ATG4B inh -4.8, NALP3 yeast inh 28.9, mIAP act 0.788, tim10-1 inh 28.0, TIM10 inh 24.1 and hIAP act 1.11.
`CCOc1cc2c(cc1OCC)-n1cccc1C(c1ccc(F)c(OC)c1)NC2` (stereo not drawn) gave Apaf1 inhib 12.2, mIAP block 4.3, hIAP inh -5.2, ATG4B inh -7.6, NALP3 yeast inh 1.7, mIAP act 0.957, tim10-1 inh 20.5, TIM10 inh 9.0 and hIAP act 1.05.
`Cc1cccc(CN2CCCC(C(=O)c3ccc4c(c3)OCO4)C2)n1` (stereo not drawn) gave Apaf1 inhib 5.6, mIAP block -2.9, hIAP inh -4.9, ATG4B inh 0.2, NALP3 yeast inh -4.1, mIAP act 1.03, tim10-1 inh 4.3, TIM10 inh -10.4 and hIAP act 1.05.
For CCn1c(O)c(C=NCc2ccccc2)c(=O)[nH]c1=S the results were Apaf1 inhib -3.6, mIAP block 9.3, hIAP inh -14.0, ATG4B inh -1.4, NALP3 yeast inh 0.4, mIAP act 0.907, tim10-1 inh 13.8, TIM10 inh -1.6 and hIAP act 1.14.
N#C[C@H](O[C@@H]1O[C@H](CO[C@@H]2O[C@H](CO)[C@@H](O)[C@H](O)[C@H]2O)[C@@H](O)[C@H](O)[C@H]1O)c1ccccc1 was read as Apaf1 inhib 1.4, mIAP block 4.8, hIAP inh 10.5, ATG4B inh 6.9, NALP3 yeast inh 5.1, mIAP act 0.952, tim10-1 inh -5.2, TIM10 inh -2.4 and hIAP act 0.895.
O=Cc1cn(Cc2ccccc2F)c2ccccc12 was read as Apaf1 inhib -4.0, mIAP block 4.4, hIAP inh -11.0, ATG4B inh -7.5, NALP3 yeast inh 18.0, mIAP act 0.956, tim10-1 inh 7.4, TIM10 inh 9.1 and hIAP act 1.11.
c1ccc(C2CC2)c(OCC2=NCCN2)c1 was read as Apaf1 inhib -5.4, mIAP block -2.1, hIAP inh -2.5, ATG4B inh 0.5, NALP3 yeast inh 5.7, mIAP act 1.02, tim10-1 inh -17.7, TIM10 inh 0.8 and hIAP act 1.02.
For CCOC(=O)Cn1cc([N+](=O)[O-])nc1[N+](=O)[O-] the results were Apaf1 inhib 12.3, mIAP block 1.9, hIAP inh 13.4, ATG4B inh 0.3, NALP3 yeast inh 26.5, mIAP act 0.981, tim10-1 inh 12.6, TIM10 inh 16.3 and hIAP act 0.866.
For CCN1CCN(c2ccc(NC(C)=O)cc2Cl)CC1 the results were Apaf1 inhib -5.4, mIAP block 3.4, hIAP inh -58.2, ATG4B inh -0.6, NALP3 yeast inh 0.5, mIAP act 0.966, tim10-1 inh 9.2, TIM10 inh -16.4 and hIAP act 1.58.
For O=P(Nc1cccnc1)(Oc1ccccc1Cl)Oc1ccccc1Cl the results were Apaf1 inhib 15.2, mIAP block 8.3, hIAP inh -10.3, ATG4B inh -10.3, NALP3 yeast inh 20.1, mIAP act 0.917, tim10-1 inh -47.5, TIM10 inh -20.5 and hIAP act 1.1.
Screening CCOC(=O)C(O)(c1ccc(N=Cc2ccccc2O)c(C)c1)C(F)(F)F (stereo not drawn) returned Apaf1 inhib 1.3, mIAP block 10.1, hIAP inh 15.2, ATG4B inh 13.4, NALP3 yeast inh -6.6, mIAP act 0.899, tim10-1 inh 18.3, TIM10 inh 7.6 and hIAP act 0.848.
For Cc1oc(-c2ccc(Cl)cc2)nc1CS(=O)CC(=O)N1CCC2(CC1)OCCO2 (stereo not drawn) the results were Apaf1 inhib -5.0, mIAP block -6.8, hIAP inh -2.7, ATG4B inh 1.3, NALP3 yeast inh -6.4, mIAP act 1.07, tim10-1 inh 10.0, TIM10 inh -4.7 and hIAP act 1.03.
Screening Cc1c(C=C2C(=O)NC(=O)NC2=O)c(=O)n(-c2ccccc2)n1C returned Apaf1 inhib -6.8, mIAP block -0.5, hIAP inh -5.0, ATG4B inh 0.6, NALP3 yeast inh 6.8, mIAP act 1, tim10-1 inh 18.3, TIM10 inh 14.8 and hIAP act 1.05.
Cc1ccccc1-n1c(CNc2ccccc2)nc2ccccc2c1=O was read as Apaf1 inhib 3.7, mIAP block 18.0, hIAP inh -19.1, ATG4B inh 3.1, NALP3 yeast inh 11.6, mIAP act 0.82, tim10-1 inh 34.6, TIM10 inh 27.6 and hIAP act 1.19.
Screening Cc1ccc(C)c(CN2CCC(n3nnc4cc(F)ccc43)CC2)c1 returned Apaf1 inhib 5.6, mIAP block 5.3, hIAP inh -7.6, ATG4B inh 9.7, NALP3 yeast inh 10.3, mIAP act 0.947, tim10-1 inh 5.4, TIM10 inh 9.6 and hIAP act 1.08.
For CCOc1ccc(C2SCC(=O)Nc3c2c(C)nn3C2CCOC(C)(C)C2)cc1 (stereo not drawn) the results were Apaf1 inhib 2.7, mIAP block 5.4, hIAP inh -10.7, ATG4B inh 4.0, NALP3 yeast inh 4.9, mIAP act 0.946, tim10-1 inh 12.6, TIM10 inh 13.6 and hIAP act 1.11.
For CC(Cc1cccs1)NCc1ccc(Cl)cc1 (stereo not drawn) the results were Apaf1 inhib -16.9, mIAP block -4.4, hIAP inh -6.1, ATG4B inh 1.1, NALP3 yeast inh -7.2, mIAP act 1.04, tim10-1 inh 11.0, TIM10 inh -8.0 and hIAP act 1.06.
For CCC(=NCC1CCCO1)c1c(O)n(-c2ccc(Cl)cc2)c(=O)[nH]c1=O (stereo not drawn) the results were Apaf1 inhib 0.9, mIAP block 7.6, hIAP inh 8.9, ATG4B inh 0.0, NALP3 yeast inh 4.4, mIAP act 0.924, tim10-1 inh 19.8, TIM10 inh 23.5 and hIAP act 0.911.
For CC(C)NC(=O)Cn1cc(C(=O)c2ccccc2)c2ccccc21 the results were Apaf1 inhib -11.4, mIAP block 4.6, hIAP inh -16.1, ATG4B inh -6.6, NALP3 yeast inh 6.4, mIAP act 0.954, tim10-1 inh 3.1, TIM10 inh 0.9 and hIAP act 1.16.
`COc1ccc(C=C2C(=O)N(C)C(=O)N(C)C2=O)cc1COc1ccc(NC(C)=O)cc1` gave Apaf1 inhib -8.1, mIAP block -0.6, hIAP inh 6.5, ATG4B inh -7.3, NALP3 yeast inh 17.2, mIAP act 1.01, tim10-1 inh -2.0, TIM10 inh 2.5 and hIAP act 0.935.
Screening CC1CCCCN1Cc1cccnc1 (stereo not drawn) returned Apaf1 inhib -0.3, mIAP block 0.7, hIAP inh 3.8, ATG4B inh -1.1, NALP3 yeast inh 11.2, mIAP act 0.993, tim10-1 inh 3.2, TIM10 inh 13.0 and hIAP act 0.962.
C(#CCN1CCOCC1)COC/C=C/c1ccccc1 was read as Apaf1 inhib 2.2, mIAP block 3.1, hIAP inh -4.8, ATG4B inh -3.3, NALP3 yeast inh -11.0, mIAP act 0.969, tim10-1 inh -0.6, TIM10 inh 1.3 and hIAP act 1.05.
Screening O=c1c2ccccc2nc(-c2ccco2)n1-c1cccnc1 returned Apaf1 inhib -8.5, mIAP block 0.3, hIAP inh -10.5, ATG4B inh 8.8, NALP3 yeast inh 9.4, mIAP act 0.997, tim10-1 inh 2.6, TIM10 inh 0.9 and hIAP act 1.1.
For COc1ccc(-n2nc(C(=O)NCC(=O)N3CCC4(CC3)OCCO4)c3ccccc3c2=O)cc1OC the results were Apaf1 inhib 0.5, mIAP block -0.4, hIAP inh -16.6, ATG4B inh -3.9, NALP3 yeast inh 12.1, mIAP act 1, tim10-1 inh 14.8, TIM10 inh -10.3 and hIAP act 1.17.
`C1CCC2S[C@H]3CCCCC3NC2C1` (stereo partly drawn) gave Apaf1 inhib -9.0, mIAP block 1.1, hIAP inh -18.2, ATG4B inh -4.0, NALP3 yeast inh 12.3, mIAP act 0.989, tim10-1 inh -13.1, TIM10 inh -7.8 and hIAP act 1.18.
For CC(C)OC(=O)C1C2c3ccccc3C(c3ccccc32)C1C(=O)O (stereo not drawn) the results were Apaf1 inhib 2.2, mIAP block -0.6, hIAP inh -8.0, ATG4B inh 10.3, NALP3 yeast inh 6.7, mIAP act 1.01, tim10-1 inh -1.3, TIM10 inh -5.3 and hIAP act 1.08.
O=C(Cc1ccccc1)NC(Cc1ccc(Cl)cc1)C(=O)O (stereo not drawn) was read as Apaf1 inhib -19.8, mIAP block 1.8, hIAP inh 1.3, ATG4B inh 1.1, NALP3 yeast inh 1.4, mIAP act 0.982, tim10-1 inh -10.9, TIM10 inh 4.0 and hIAP act 0.987.
For COc1ccc(CCN)cc1OC the results were Apaf1 inhib -5.4, mIAP block 11.3, hIAP inh 11.5, ATG4B inh 7.4, NALP3 yeast inh 15.1, mIAP act 0.887, tim10-1 inh -10.3, TIM10 inh -7.2 and hIAP act 0.885.
CCOC(=O)c1c(C)n(C(C)C)c2ccc(OC(=O)c3ccc(N4C(=O)CCC4=O)cc3)cc12 was read as Apaf1 inhib -3.4, mIAP block 0.5, hIAP inh 2.8, ATG4B inh 5.0, NALP3 yeast inh 9.4, mIAP act 0.995, tim10-1 inh 12.4, TIM10 inh 11.6 and hIAP act 0.972.
`O=C(COc1ccc(S(=O)(=O)N2CCOCC2)cc1)N1CCN(Cc2ccc3c(c2)OCO3)CC1` gave Apaf1 inhib -3.4, mIAP block 2.9, hIAP inh -13.3, ATG4B inh -12.0, NALP3 yeast inh 15.4, mIAP act 0.971, tim10-1 inh 15.2, TIM10 inh 6.7 and hIAP act 1.13.

Screening data (PubChem)

Some of the compounds tested, so the mix of outcomes need not match the whole.
